KOR beta-arrestin-1: kappa opioid receptor blockers – cell-based, luminescence, uHTS (AID 1778). KOR beta-arrestin recruitment, luminescence, antagonist mode; higher % means a stronger effect. inhibition, % at 10 µM, or IC50 in µM where a hit was titrated. 290,000 tested, 0.091% active; also: strong numbers were not always called active
KOR beta-arrestin-2: kappa opioid receptor activators – cell-based, luminescence, uHTS, primary screen (AID 1777); 280,000 tested, 0.02% active; one-dose activation, % at 10 µM; EC50 in µM for titrated hits; KOR beta-arrestin recruitment, luminescence; higher % means a stronger effect; in the data active = activation above about 50%, passing the limit was not always enough; also: a part of the inactive calls stands beside numbers as strong as those of hits
NOD1 NF-kB reporter: NOD1 signaling inhibitors, primary screen, cell-based, luminescence, uHTS (AID 1578) | NOD1-driven NF-kB luciferase reporter cells, luminescence; higher % means a stronger effect | inhibition, % at 4 µM, or EC50 in µM where a hit was titrated | 290,000 tested, 1% active; in the data active = inhibition mostly above about 36%, no sharp cut-off; inactive = mostly below about 34%;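 also: HEK-293T reporter cells stimulated with the NOD1 agonist gamma-tri-DAP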
HEK293 NOD2/NF-kB: inhibition of NOD2-driven NF-kB reporter – cell-based, luminescence, uHTS, HEK293 (AID 1566) | inhibition, % at 4 µM; hits with a dose series show EC50 in µM | 290,000 tested, 0.63% active | HEK293 NOD2/NF-kB luciferase reporter, luminescence; higher % means a stronger effect; also: many of its hits are not listed in these tables
GPR55 activation: GPR55 agonists via beta-arrestin recruitment, primary screen, imaging, U2OS cells, beta-arrestin-GFP redistribution (AID 1961); U2OS GPR55 beta-arrestin-GFP redistribution imaging; higher % means a stronger effect; activation, % at 10 µM; hits with a dose series show EC50 in µM; 290,000 tested, 0.048% active;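 active = activation above 40% with more than 50 cells counted in the well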;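 also: U2OS osteosarcoma cells stably expressing GPR55 and beta-arrestin-GFP; plate controls were DMSO negative control for no effect and LPI positive control for full effect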
T cell HTS: modulates CD8 T cell binding to vesicles | 2C CD8+ T cell-vesicle binding, flow cytometry; stronger effect = lower value | calls only at 7 µM | 330,000 tested, 0.068% active | AID 2052;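 active = response, share of CD8 T cells binding vesicles, and their 90th percentile fluorescence all below set limits, cut at about 80% in these data, passing the limit was not always enough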
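material = purified 2C TCR transgenic mouse naive CD8+ T cells | controls = Unloaded micro-vesicles (low), QL9 vesicles with 0.7% DMSO (high) | detection = cytometric PE anti-B7-1 and Alexa647 anti-CD8 signals after 1% paraformaldehyde fixation | incubation = binding step 1.5 h, 37 °C, antibody labelling 20 min, ice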
Myeloid diff MLP: promotes myeloid progenitor differentiation; ER-HoxA9 myeloid progenitors, lysozyme-GFP differentiation, flow cytometry; calls only at 10 µM; 360,000 tested, 1% active; AID 624256;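 active = normalized GFP-positive differentiation at or above the plate's own cutoff, the solvent-only control mean plus 3 SD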;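 also: cells exposed to compound for four days before flow analysis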
NTR1 agonist: NTR1-driven beta-arrestin-GFP spot formation – imaging, U2OS cells, high content, primary screen (AID 493036); P30989; agonist mode; activation, % at 20 µM; 330,000 tested, 0.17% active;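 active = activation at or above 40% of the spot to cytoplasm intensity ratio, with at least 20 cells analyzed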;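 also: 0% = DMSO without peptide and 100% = 100 nM NTR1 peptide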
Target sequence (P30989 whole entry, looked up): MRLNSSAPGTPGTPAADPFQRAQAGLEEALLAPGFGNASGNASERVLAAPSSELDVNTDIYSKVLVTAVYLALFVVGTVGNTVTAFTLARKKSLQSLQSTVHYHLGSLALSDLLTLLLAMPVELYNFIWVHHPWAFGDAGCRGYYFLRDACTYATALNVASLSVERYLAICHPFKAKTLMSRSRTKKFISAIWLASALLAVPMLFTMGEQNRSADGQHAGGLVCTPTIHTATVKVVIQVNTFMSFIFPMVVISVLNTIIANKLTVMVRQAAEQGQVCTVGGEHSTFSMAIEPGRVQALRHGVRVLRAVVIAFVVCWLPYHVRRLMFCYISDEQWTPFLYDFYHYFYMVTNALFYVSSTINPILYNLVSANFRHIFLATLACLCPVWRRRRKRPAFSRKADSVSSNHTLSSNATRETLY
GPR55 antagonists: inhibition of LPI-stimulated GPR55 beta-arrestin translocation – imaging, U2OS, beta-arrestin-GFP, LPI agonist, primary screen (AID 2013). U2OS GPR55 beta-arrestin-GFP translocation imaging, LPI antagonism; higher % means a stronger effect. inhibition, % at 10 µM; hits with a dose series show IC50 in µM. 290,000 tested, 0.13% active;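 active = spots per cell inhibited over 60%, with over 100 cells counted and total cytoplasm intensity under 500,000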;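 also: U2OS cells stably carrying GPR55 and arrestin-GFP stimulated by 5 µM LPI near EC80; imaged beta-arrestin-GFP aggregate spots per cell after agonist stimulation; plate controls were LPI-stimulated DMSO wells for no effect and DMSO wells without LPI for full effect; some results filed as inactive read as strong as hits; confirmed hits need IC50 under 10 µM and bright autofluorescent wells are also inconclusive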
T cell HTS vesicle-bound %: further read-out of T cell HTS, marked with its call; double positive events, %; measured here: CD8+ vesicle-bound cell fraction;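 binding gate set so that unloaded-vesicle control wells show 10% double positive cells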
NTR1 agonist cell count 20 µM: recorded beside NTR1 agonist, whose call it bears; cell count; measured here: cell count, cytotoxicity flag
Myeloid diff MLP GFP+ MAC1+ %: second read-out of Myeloid diff MLP, no call of its own (marks repeat the call); GFP+ MAC1+ double positive, %; measured here: differentiation confirmed by MAC1 staining
An asterisk follows results filed as active; i = inactive; x = not tested or not shown; [ ] = dose if it differs, or a comment. Rule as the data show it, unless noted: active = inhibition above about 50%; inactive = the rest. An excerpt (hit frequency here may not be typical).

Every second line gives: NTR1 agonist cell count 20 µM	T cell HTS	Myeloid diff MLP	GPR55 antagonists	T cell HTS vesicle-bound %	NTR1 agonist	KOR beta-arrestin-2	NOD1 NF-kB reporter	GPR55 activation	KOR beta-arrestin-1	HEK293 NOD2/NF-kB	Myeloid diff MLP GFP+ MAC1+ %
Clc1cccc(Cl)c1/C=N/Nc1c(Cl)cncc1Cl
  53	i	i	2%	30	8.7	5.7%	32%	-0.2%	-62%	-3%	1.1
C/C(CS(=O)(=O)c1ccccc1)=N\O
  42	i	i	5%	57	1.7	-7.7%	-22%	0.2%	-4%[20 µM]	2%	0.2
C=CCN1C(=O)/C(=C2/Sc3ccccc3N2C)SC1=Nc1ccccc1C
  72	i	i	0%	19	-2.9	1.0%	10%	0.0%	-9%	25%	0.9
Cc1ccc(-c2noc(C3CCCN(C(=O)c4cccc([N+](=O)[O-])c4)C3)n2)o1 (configuration not stated)
  19	i	i	-15%	21	2.4	4.0%	24%	0.0%	3%	-40%	0.8
O=C(CN1CCCCCC1)Nc1ccc([N+](=O)[O-])cc1Cl
  69	i	i	11%	44	0.5	5.8%	-42%	0.2%	-7%	-5%	0.6
C=CCNC(=S)Nc1ccc(Cl)c(S(=O)(=O)N2CCOCC2)c1
  51	i	i	-1%	13	1.7	-0.7%	-29%	-0.5%	-9%	2%	0.5
Cn1cnnc1SCC(=O)c1c[nH]c2ccccc12
  82	i	i	-3%	11	2.6	-5.4%	0%	0.1%	7%	-7%	1.0
O=C(CSc1nc(-c2ccc(Cl)cc2)[nH]c(=O)n1)Nc1cccc(Cl)c1
  47	i	i	4%	45	1.1	3.1%	30%	-0.1%	-6%	3%	0.3
Cc1ccc(C(=O)N2CCCC(C(=O)Nc3cccc(-c4ccc(F)cc4)c3)C2)cn1 (configuration not stated)
  60	i	i	-12%	10	0.1	-1.9%	0%	-0.1%	-17%	40%	0.8
COc1ccc(CC(NC(C)=O)C(=O)NC2CCN(C(=O)Nc3ccccc3C)CC2)cc1OC (configuration not stated)
  58	i	i	-2%	20	0.3	-2.9%	-7%	-0.2%	15%	13%	0.7
CC1CCCCC1NC(=O)COC(=O)COc1ccccc1Cl (configuration not stated)
  48	i	i	-5%	16	1.9	2.0%	16%	-0.2%	-29%	2%	1.2
Cc1nn(Cc2c(F)cccc2Cl)c(C)c1[N+](=O)[O-]
  38	i	i	2%	42	-1.0	-3.8%	-17%	0.2%	5%	20%	0.3
COc1ncccc1C(=O)N1CCCC(C(=O)c2cc(F)ccc2F)C1 (configuration not stated)
  77	i	i	-8%	57	-0.8	-1.2%	-16%	0.6%	-13%	21%	0.2
CCn1c(CSc2nc3ccccc3s2)nnc1SCC(=O)OC(C)(C)C
  74	i	i	-2%	11	0.4	-3.3%	0%	0.1%	-6%	2%	0.3
O=C(C(Cl)Cl)N1CCN(Cc2ccc3c(c2)OCO3)CC1
  57	i	i	-3%	59	-0.3	x	-23%	-0.1%	-16%[20 µM]	5%	0.7
Cc1cc(C)nc(/N=C(\N)Nc2ccc(OCCC(C)C)cc2)n1
  64	i	i	8%	39	8.1	-0.1%	43%	-0.2%	-109%	7%	0.5
C=CCn1c(SCc2ccc(C(=O)NCCO)cc2)nc2ccccc2c1=O
  55	i	i	-12%	65	1.7	5.7%	28%	-0.2%	4%	11%	0.3
CCCCc1nc2cc(C(=O)N3CCCCC3COC)ccc2o1 (configuration not stated)
  56	i	i	-8%	2	-0.1	-2.2%	-41%	0.2%	11%	-20%	1.1
COC(=O)COc1ccc(S(=O)(=O)N2CCc3ccccc3C2)cc1C
  68	i	i	3%	45	3.5	2.8%	-35%	0.0%	-46%	0%	1.1
CCOC(=O)C(C)NC(=O)C(NC(=O)C1CCC(CC)CC1)C(C)C (configuration not stated)
  87	i	i	4%	33	0.3	-3.2%	-10%	0.4%	33%	5%	0.8
CCc1nnc(NC(=O)CSc2nc3cc4c(cc3cc2C)OCCO4)s1
  107	i	i	10%	18	14	3.3%	5%	0.2%	-24%	5%	2.3
CN(C)S(=O)(=O)c1ccc2c(c1)C(=NO)c1cc(S(=O)(=O)N(C)C)ccc1-2
  111	i	i	6%	40	1.4	-8.1%	-2%	-0.1%	12%	12%	0.7
COCCCNC(=S)NC1CC2CCCC(C1)N2Cc1ccco1 (configuration not stated)
  45	i	i	8%	19	1.1	-0.2%	-5%	0.0%	14%	14%	2.4
Cc1csc(CN(C)C(=O)CC2C(=O)NCCN2Cc2ccc(Cl)c(F)c2)n1 (configuration not stated)
  60	i	i	-23%	15	1.1	-6.1%	22%	-0.2%	-7%	24%	1.6
CCCCc1nc(SCC(=O)Nc2cccc(Cl)c2)n[nH]1
  53	i	i	12%	35	0.0	5.9%	-12%	-0.2%	6%	3%	1.2
Cc1ccc(S(=O)(=O)N2CCN(c3ccccc3)CC2)cc1C(N)=O
  36	i	i	2%	56	2.4	-6.2%	-6%	-0.8%	-2%	18%	0.3
Oc1c(C=NCc2ccc(F)cc2)[nH]c2ccc(Br)c(Cl)c12
  70	i	x	30%	20	-0.3	2.4%	-16%	3.8%	-4%	-12%	x
CC(=O)Nc1sc2c(c1C(c1cccc(F)c1)N1CCN(CCO)CC1)CCCC2 (configuration not stated)
  67	i	i	1%	67	0.6	-6.4%	-28%	-0.3%	-25%	-3%	3.3
O=C(CCl)Nc1c[nH]c(=O)[nH]c1=O
  x	x	i	-2%	x	x	-0.4%	-31%	-0.6%	6%	-6%	0.2
O=C(Nc1ccc(NC(=O)c2cccs2)cc1)c1ccco1
  80	i	i	4%	37	-7.2	-1.3%	-45%	0.3%	-25%	-47%	1.6
O=C(CSc1ncccn1)N/N=C/c1ccc(OC2CSC2)cc1
  51	i	i	-2%	19	1.6	8.8%	-45%	-0.1%	-5%	-21%	0.3
CCN1C(=O)/C(=C\c2nc3ccccc3c(=O)n2-c2ccccc2)c2ccccc21
  43	i	i	3%	29	11	-0.5%	49%	0.4%	9%	-40%	1.8
COc1ccc(-c2cc(C)nc3c(-c4ccccc4)cnn23)cc1
  x	x	i	1%	x	x	-15%	-30%	1.2%	9%[20 µM]	-114%	0.9
Cc1cccc(C)c1NS(=O)(=O)c1c(C(=O)N2CCCCC2)c(C)n(C)c1C
  50	i	i	-4%	6	0.2	-3.9%	15%	-0.2%	-39%	21%	0.0
CC(C)C(=O)Nc1cccc(NC(=S)NC(=O)C(c2ccccc2)c2ccccc2)c1
  82	i	i	-4%	34	2.9	4.0%	-11%	-0.1%	-19%	-42%	1.1
COc1ccc(CN2CCN(C3CCC3)CC2CCO)c(C)c1C (configuration not stated)
  72	i	i	5%	40	-0.1	7.1%	12%	0.2%	-54%[20 µM]	-18%	0.2
O=C1C(Cl)=C(NCCCN2CCOCC2)C(=O)N1CCc1ccccc1
  70	i	i	10%	57	1.1	-3.4%	10%	-0.2%	-26%	5%	1.7
Cc1cc(Nc2cccc(F)c2)n2nc(C)nc2n1
  45	i	i	5%	63	3.0	-2.3%	-22%	0.0%	24%	15%	6.9
COC(=O)/C=c1/s/c(=C(/C#N)C(=O)N2CCCCC2)n(-c2ccccc2)c1=O
  43	i	i	14%	59	-0.6	1.3%	-15%	-0.1%	17%	12%	0.4
CCC(C)(C)NC(=O)C(OC(=O)c1cc2sccc2n1C)c1ccc(OC)cc1 (configuration not stated)
  55	x	i	3%	x	0.9	4.6%	32%	0.1%	6%	25%	0.8

Pulled one by one from the list above (2):
Every second line gives: NTR1 agonist cell count 20 µM	T cell HTS	Myeloid diff MLP	GPR55 antagonists	T cell HTS vesicle-bound %	NTR1 agonist	KOR beta-arrestin-2	NOD1 NF-kB reporter	GPR55 activation	KOR beta-arrestin-1	HEK293 NOD2/NF-kB	Myeloid diff MLP GFP+ MAC1+ %
CC1CCCCC1NC(=O)COC(=O)COc1ccccc1Cl (configuration not stated)
  48	i	i	-5%	16	1.9	2.0%	16%	-0.2%	-29%	2%	1.2
C=CCn1c(SCc2ccc(C(=O)NCCO)cc2)nc2ccccc2c1=O
  55	i	i	-12%	65	1.7	5.7%	28%	-0.2%	4%	11%	0.3

(continued)
Every second line gives: NTR1 agonist cell count 20 µM	T cell HTS	Myeloid diff MLP	GPR55 antagonists	T cell HTS vesicle-bound %	NTR1 agonist	KOR beta-arrestin-2	NOD1 NF-kB reporter	GPR55 activation	KOR beta-arrestin-1	HEK293 NOD2/NF-kB	Myeloid diff MLP GFP+ MAC1+ %
O=S(=O)(c1ccc(Cl)cc1)N1CCN(C2CCCCCC2)CC1
  60	i	i	5%	40	2.1	x	1%	-0.1%	16%	-6%	0.3
COC(=O)[C@@H]1C[C@@]2(O)[C@H](O)[C@H](O)[C@H](O)C[C@H]2N1C/C=C/c1ccccc1
  61	i	i	2%	34	-1.0	3.7%	-5%	-0.1%	2%	1%	1.2
CCC(=O)Nc1ccc(NC(=O)c2cccc3ccccc23)cc1
  56	i	i	-30%	50	-0.3	-2.1%	2%	0.5%	-37%[20 µM]	19%	0.2
O=c1oc2ccccc2cc1-c1csc(Cc2nc(-c3ccc(Br)cc3)cs2)n1
  69	i	i	-5%	11	2.1	0.3%	-21%	-0.2%	-12%	16%	0.6
Cc1ccccc1-n1nc2c(c1NC(=O)/C=C\c1ccc3c(c1)OCO3)CSC2
  84	i	i	6%	45	-0.6	-2.1%	6%	0.2%	5%	22%	2.7
CCS(=O)(=O)N1CCCC(C(=O)NCCc2ccccc2)C1 (configuration not stated)
  54	i	i	16%	24	-1.1	-3.8%	18%	-0.1%	20%	21%	4.8
O=C(C1CCCN(S(=O)(=O)c2cccc3nsnc23)C1)N1CCN(c2ccccn2)CC1 (configuration not stated)
  43	i	i	20%	30	-0.6	-4.1%	-16%	0.1%	5%	26%	1.7
